SW480 rerep: induces DNA re-replication in SW480 colon adenocarcinoma cells; actives 1.8% (n = 340,000); AID 624297; Potency, µM (highest dose often 46.1 µM), for the others: top-dose re-replication activation, usual class: activators; SW480 DNA re-replication, Hoechst DNA content imaging, 48 h; note: % of control where 0% means no effect; nearly all actives have a fitted effect of over 55% in size
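Treated cells incubate 48 hr (37 C, 5% CO2), are stained 40 min with Hoechst, and nuclear fluorescence is enumerated; a rise in nuclei with high DNA signal marks re-replication.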
HT1080 IDH1KD tx: HT-1080 IDH1 knockdown cell toxicity (counter line); HT-1080 IDH1 knockdown viability, ATP luminescence, 48 h; Potency, µM (highest dose often 46.1 µM), without a hit: top-dose activity, negative = toxicity, hits mostly cytotoxic; actives 2% (n = 360,000);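 note: 0% = DMSO wells and -100% = cell-free medium wells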
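Using the IDH1-knockdown HT-1080 line run in the same batch and compound series as the NT line, viability after 48 h at 37 °C was determined by CellTiter-Glo luminescence and expressed as % activity.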
KB-V1 cytotox: kills drug-selected multidrug resistant KB-V1 cells | actives 3.4% (n = 400,000) | KB-V1 MDR cells viability, CellTiter-Glo, 72 h | Potency, µM (titrated, usually from 46.1 µM), for inactives: top-dose activity change, negative = cytotoxicity, usual class: cytotoxic; note: % is set by controls: 0 for no effect and ±100 for the full control effect; nearly all actives have a fitted effect of over 60% in size
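qHTS viability screen in drug-selected KB-V1 MDR cells: 72 h compound treatment at 37 degrees C, ATP luminescence end point.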
GLP-1R agonist: activates the human GLP-1 receptor; Potency, µM (top dose mostly 45.6 µM), inactives show at the top dose activation, usual class: activators; HEK293 GLP-1R CRE-luciferase, luminescence, 4-6 h; cells express a hypersensitive GLP-1R form; actives 0.007% (n = 380,000); P43220; note: % of control where 0% means no effect
Target sequence (P43220 whole entry, looked up): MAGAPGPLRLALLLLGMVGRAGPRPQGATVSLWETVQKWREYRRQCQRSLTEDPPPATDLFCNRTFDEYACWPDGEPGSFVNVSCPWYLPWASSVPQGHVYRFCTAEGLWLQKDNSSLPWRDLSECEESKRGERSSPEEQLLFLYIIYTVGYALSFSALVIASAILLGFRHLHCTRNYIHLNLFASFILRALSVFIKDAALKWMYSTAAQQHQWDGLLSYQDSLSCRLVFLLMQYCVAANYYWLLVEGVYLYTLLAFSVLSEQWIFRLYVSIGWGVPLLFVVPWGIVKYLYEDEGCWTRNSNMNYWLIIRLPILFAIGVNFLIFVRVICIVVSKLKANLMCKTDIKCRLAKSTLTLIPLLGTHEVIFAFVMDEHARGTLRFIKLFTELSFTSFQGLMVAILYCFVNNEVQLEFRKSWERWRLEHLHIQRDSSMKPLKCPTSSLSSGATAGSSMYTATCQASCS
GLP1R inv ag: GLP-1 receptor (human) inverse agonism; P43220; HEK293 GLP-1R CRE-luciferase, luminescence, 24 h; GLP-1R form is constitutively active; Potency, µM (titrated, usually from 38.3 µM), for inactives: at the highest dose activity change, negative = inhibition, usual class: inhibitors; actives 1.6% (n = 410,000); AID 624417; note: % is set by controls: 0 for no effect and ±100 for the full control effect; nearly all actives have a fitted effect of over 55% in size
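GLP-1R inverse agonism mode: basal reporter luminescence in engineered HEK293 cells measured after one day of compound exposure at 37 deg C, with a 12 min room-temperature detection step.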
TDP43 rescue: TDP-43 toxicity inhibition in yeast | Potency, µM (top dose mostly 46.1 µM), without a hit: at the top dose growth rescue (activation), hits mostly activators | actives 1.8% (n = 410,000) | TDP-43 expressing yeast growth rescue, BacTiter-Glo, 24 h; note: % of control where 0% means no effect; nearly all actives have a fitted effect of over 50% in size
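Luminescence from BacTiter-Glo reports growth of TDP-43-expressing yeast after 24 hr at 30 deg C with compound. Cells were raffinose-pregrown to mid-log, then seeded in galactose medium at OD600=0.02.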
HEK293 tox: cytotoxicity in counter-screen for GLP-1R inverse agonists. HEK293 cAMP-luciferase reporter cells, luminescence, 24 h. Potency, µM (doses to about 38.3 µM), for the others: top-dose activity change, negative = inhibition, most hits filed as inhibitors. actives 0.13% (n = 410,000). AID 624418;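 note: loss of luciferase light is scored as toxicity; % is set by controls: 0 for no effect and ±100 for the full control effect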
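A 23 nL compound transfer followed 12 hours of cell culture at 37 deg C; exposure then lasted 24 hr. Luciferase assay detection reagent was dispensed and plates read for luminescence after a 12 min room-temperature wait.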
HT1080-NT tox: kills 2HG-producing HT-1080-NT fibrosarcoma cells; HT-1080-NT fibrosarcoma viability, CellTiter-Glo ATP luminescence, 48 h; Potency, µM (doses to about 46.1 µM), without a hit: at the highest dose activity, negative = less viability, hits mostly cytotoxic; actives 1.6% (n = 360,000); AID 686970;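 note: NT is the 2HG producing partner of a matched IDH1 knockdown line; 0% = DMSO-treated cells and -100% = media-only wells without cells; nearly all actives have a fitted effect of over 55% in size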
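A 48-hour cytotoxicity screen used HT-1080-NT cells plated 2 hours before compound delivery. ATP-based CellTiter-Glo luminescence measured viability, normalized to DMSO and no-cell controls.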
KB-3-1 cytotox: kills parental KB-3-1 adenocarcinoma cells; KB-3-1 viability, CellTiter-Glo ATP luminescence, 72 h; Potency, µM (titrated, usually from 46.1 µM), for the others: at the highest dose activity change, negative = cytotoxic, actives largely listed as cytotoxic; actives 1.4% (n = 400,000); note: % is set by controls: 0 for no effect and ±100 for the full control effect; nearly all actives have a fitted effect of over 60% in size
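Viability of parental KB-3-1 cells, measured by CellTiter-Glo luminescence, followed a 72 h incubation at 37 °C with pinned compounds in phenol-red-free DMEM containing 10% FBS.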
Numbers without * were called inactive; u = inconclusive; x = no result given; ! = a repeat was not active; [ ] = another dose, or the depositor's remark. Calls come from the whole dose curve; as a rule, active = well fitted curve in the direction sought with a large enough effect; inconclusive = small, poorly fitted or top-dose-only effect, or another doubt; inactive = no such curve, though single readings can be large; an effect the other way counts as inactive or inconclusive. Potency is the fitted concentration of half-maximal effect. The order is random (roughly 9.4% active in at least one column).

Molecule | SW480 rerep | HT1080 IDH1KD tx | KB-V1 cytotox | GLP-1R agonist | GLP1R inv ag | TDP43 rescue | HEK293 tox | HT1080-NT tox | KB-3-1 cytotox
C/C(CC(=O)Nc1ccccn1)=N\NC(=O)c1ccc(C)cc1 | -6.3% | -7.3% | 0.2% | 0.1% | 0.9% | 28.3% | -11.2% | 2.2% | 21.3%
CCCCNC(C(=O)Nc1cccc(S(=O)(=O)N2CCOCC2)c1)c1ccccc1 (stereo not given) | 0.5% | -9.7% | u | 9.1% | -31.1% | -22.5% | 7.4% | -3.1% | 24.1%
CN(C(=O)c1cccc([N+](=O)[O-])c1)c1ccccc1C(=O)NCc1ccccc1 | -4.6% | 18.9% | -27.8% | -0.6% | 2.4% | 12.6% | -2.2% | 15.6% | 7.0%
COc1ccc(C(=O)NC(=O)CSc2n[nH]c(N)n2)cc1 | -8.3% | 13.9% | 20.1% | 2.4% | 6.6% | -12.5% | -0.5% | 15.1% | -0.4%
O=c1nc2onnc2c(C=NO)[nH]1 | -1.1% | 20.9% | -17.5% | 0.8% | 1.3% | 17.2% | -5.7% | 15.2% | 0.4%
Cc1ccc(C)c(NC(=O)NCc2ccccn2)c1 | 2.2% | 12.9% | u | -0.9% | u | 0.4% | -1.8% | 14.5% | 3.1%
CCS(=O)(=O)CCSc1nc2c(cc1C#N)CCCC2 | 1.4% | 0.0% | -19.7% | 15.2% | 39.2%[activator] | u | 48.3% | 3.5% | 0.3%
Cc1cccc(-n2c(=O)[nH]c3c(C(N)=O)nc(-c4ccccc4Cl)nc32)c1 | -2.6% | 2.1% | -17.9% | 9.8% | 10.7% | 3.0% | -7.5% | 1.7% | -9.6%
O=S1(=O)CCOC[C@H](CC2CCCCC2)N1Cc1ccc(F)cc1 | -10.4% | 0.0% | u | 7.3% | u | 53.2% | u | 0.0% | 16.4µM*!
Clc1ccccc1-c1cc(COc2ccc3ccccc3c2)no1 | 8.6% | -9.0% | 10.9% | -1.0% | u | -0.5% | 11.8% | 9.7% | 15.6%
Cc1nc2ncnn2c(C)c1CCC(=O)Nc1ccc(S(=O)(=O)N2CCCCCC2)cc1 | -3.7% | -11.6% | 12.3% | 2.0% | 1.8% | 0.0% | 3.9% | -3.9% | 7.7%
COc1ccc(-n2c(=O)c3ccccc3n(CC(=O)NCC3CCCO3)c2=O)cc1 (stereo not given) | -36.6%[inhibitor] | 7.7% | 14.7% | 2.9% | -13.5% | -13.9% | 1.2% | 6.0% | -1.5%

Among those listed so far, these contain a Cl atom:
Molecule | SW480 rerep | HT1080 IDH1KD tx | KB-V1 cytotox | GLP-1R agonist | GLP1R inv ag | TDP43 rescue | HEK293 tox | HT1080-NT tox | KB-3-1 cytotox
Cc1cccc(-n2c(=O)[nH]c3c(C(N)=O)nc(-c4ccccc4Cl)nc32)c1 | -2.6% | 2.1% | -17.9% | 9.8% | 10.7% | 3.0% | -7.5% | 1.7% | -9.6%
Clc1ccccc1-c1cc(COc2ccc3ccccc3c2)no1 | 8.6% | -9.0% | 10.9% | -1.0% | u | -0.5% | 11.8% | 9.7% | 15.6%

Entries from the list above with an NH in an aromatic ring, in the order listed:
Molecule | SW480 rerep | HT1080 IDH1KD tx | KB-V1 cytotox | GLP-1R agonist | GLP1R inv ag | TDP43 rescue | HEK293 tox | HT1080-NT tox | KB-3-1 cytotox
COc1ccc(C(=O)NC(=O)CSc2n[nH]c(N)n2)cc1 | -8.3% | 13.9% | 20.1% | 2.4% | 6.6% | -12.5% | -0.5% | 15.1% | -0.4%
O=c1nc2onnc2c(C=NO)[nH]1 | -1.1% | 20.9% | -17.5% | 0.8% | 1.3% | 17.2% | -5.7% | 15.2% | 0.4%
Cc1cccc(-n2c(=O)[nH]c3c(C(N)=O)nc(-c4ccccc4Cl)nc32)c1 | -2.6% | 2.1% | -17.9% | 9.8% | 10.7% | 3.0% | -7.5% | 1.7% | -9.6%

(more compounds)
Molecule | SW480 rerep | HT1080 IDH1KD tx | KB-V1 cytotox | GLP-1R agonist | GLP1R inv ag | TDP43 rescue | HEK293 tox | HT1080-NT tox | KB-3-1 cytotox
CCOC(=O)C(c1ccccc1)C(Nc1cc(C(F)(F)F)cc(C(F)(F)F)c1)c1ccccn1 (stereo not given) | -8.3% | -1.3% | -0.6% | -0.3% | 9.0% | 5.2% | 3.1% | 6.8% | 5.4%
Cc1cccc(C)c1OCC(=O)Nc1cc(Cl)ccc1-n1cncn1 | -46.7%[inhibitor] | -8.4% | -20.6% | 1.7% | u | u | 10.7% | -2.0% | -5.1%
Cc1ccc(Cl)cc1NC(=O)c1cc(CN2CCCC2)on1 | x | x | 14.2% | x | -3.9% | 3.9% | 2.0% | x | -13.1%
COc1ccc(-c2ccc3c(c2)C2CC3CCN2)cc1 (stereo not given) | 27.1% | 0.8% | 0.0% | 3.8% | u | 10.2% | -8.6% | 3.5% | 0.0%
Cc1ccc(S(=O)(=O)NNC(=O)C23CCC(CC2)C3)cc1 | x | 4.3% | -1.2% | -1.4% | -14.3% | 4.9% | -3.1% | -0.2% | -10.7%
Cc1ccsc1C(=O)NNC(=O)Nc1ccc(Cl)c(Cl)c1 | 2.8% | -1.7% | 12.0% | -18.2% | 24.8% | -3.1% | 16.8% | -5.8% | 3.4%
NS(=O)(=O)c1cccc(NC(=O)COC(=O)c2cc(-c3ccc(Cl)cc3)nc3ccccc23)c1 | u | u | -3.0% | -6.2% | u | 7.2% | 6.3% | -20.4% | -1.0%
Cc1cc(C)cc(NC(=O)CSc2nc(=O)n(CCN3CCOCC3)c3c2CCCC3)c1 | -2.4% | 12.6% | 1.3% | 4.7% | -5.2% | -15.2% | 1.2% | 5.8% | -13.5%
COc1cccc(-n2c(=O)[nH]cc(C(=O)Nc3ccc4c(c3)OCCO4)c2=O)c1 | -7.2% | -1.5% | u | -1.3% | 10.1% | -7.0% | 1.4% | 0.9% | 41.5%
O=C(Nc1ccc2nc3n(c(=O)c2c1)CCCCC3)c1ccccc1Cl | 0.5% | -8.6% | -20.6% | 22.1% | -11.6% | u | -11.2% | -0.8% | -25.7%
CCCCN(C)Cc1c(C)[nH]c2ccc(Cl)cc2c1=O | -7.6% | -2.0% | 18.3% | -1.8% | -7.5% | -9.7% | -2.8% | 5.7% | 14.9%
CC1=C(C(=O)Nc2ccc(Cl)cc2)C(C(C)C)n2nc(SCc3cccc(C)c3)nc2N1 (stereo not given) | x | x | u | -0.8% | -14.7% | 24.9% | -10.0% | x | -0.4%
O=C(CN1CCCC1)N/N=C/c1ccc(-c2cccc(Cl)c2)o1 | -3.0%[9.22 µM] | -0.7% | -5.7% | -2.3% | u | 5.0% | -11.5% | -15.1% | 6.9%
O=C(CCc1[nH]c2ccccc2c1Sc1ccccc1)N(CCO)CCO | -8.4% | -11.2% | 29.2% | 5.8% | u | 8.1% | 9.6% | -12.1% | 19.3%
CCn1cc(C(=O)O)c(=O)c2cc(Br)ccc21 | -5.0% | -1.4% | 0.3% | -7.4% | 12.5% | u | 1.9% | 1.6% | 6.2%
CCOc1ccc(NC(=O)C2CCCN(S(=O)(=O)c3ccc(-n4cnnn4)cc3)C2)cc1 (stereo not given) | -3.7% | u | -0.3% | 3.1% | 28.6% | 1.4% | 6.4% | u | 11.7%
COC(=O)CN1C(=O)[C@@H]2[C@H](C1=O)[C@@H]1CC(C(=O)OC)=C[C@@H](C(=O)OC)[C@@H]3C1=C(C(=O)[C@@]3(C)NC(=O)c1ccccc1)[C@@H]2C | -3.7% | 2.3% | 3.2% | 2.3% | 20.7% | 8.7% | -0.1% | 6.8% | 0.0%
CCN(Cc1ccccc1)S(=O)(=O)c1c(C)n(C)c(=O)n(C)c1=O | 3.5% | 9.2% | 2.6% | 4.7% | 9.9% | 0.0% | 0.2% | 10.9% | 13.8%
O=C(NCc1ccco1)c1cnc2n(c1=O)CCS2 | -19.6% | 0.2% | 10.9% | -15.8% | 1.0% | -28.2% | 1.8% | 4.2% | 1.9%
O=C(NNC(=O)c1ccco1)c1csc(N2CCOCC2)n1 | -0.7% | 14.6% | 10.8% | -9.4% | 9.0% | 11.6% | -1.0% | 10.0% | 3.5%
Cc1c(Cl)cccc1NC(=O)Nc1ccccc1C(N)=O | u | -1.5% | 7.3% | -3.9% | -10.1% | 5.9% | -5.8% | -11.0% | 1.7%
Cc1ccc(Cl)cc1N1CCN(C(=O)c2cccn2-c2nnc(N3CCCC3)s2)CC1 | x | x | 4.5% | x | u | 7.0% | -3.3% | x | -3.7%
O=C(c1cc2nc(-c3ccc(F)cc3)cc(C(F)(F)F)n2n1)N1CCCCC1c1cccnc1 (stereo not given) | u | 18.4µM* | u | 26.7% | 0.2%[0.307 µM] | 2.8% | -1.3%[0.307 µM] | u | 3.26µM*
Nc1cc(N)nc(SCC(=O)Nc2ccc(Br)cc2Cl)n1 | -0.2% | -11.7% | -8.5% | 12.5% | 21.1% | -14.2% | 12.9% | -9.3% | -13.5%
COc1cc(C(=O)OCc2cc(=O)n3nc(C(C)C)sc3n2)cc(OC)c1OC | x | x | -2.2% | x | -1.3% | 19.1% | 0.4% | x | 6.5%
O=C(Cc1ccc(NC(=O)N2CCCCc3ccccc32)cc1)Nc1ccccc1Br | x | x | u | x | 3.16µM* | u | -16.1% | x | 0.0%
Cc1ccc(C(O)c2nc3ccccc3n2C(C)C)cc1 (stereo not given) | 1.6% | -6.8% | -0.1% | 0.6% | u | 9.9% | 11.8% | -4.2% | -8.8%
CCOc1ccccc1-c1cc(NC)ncn1 | x | -1.1% | 5.1% | -6.5% | -17.5% | 13.8% | -7.6% | 12.9% | 0.0%
CCn1c(-c2ccccn2)nc2cc(S(=O)(=O)N(C)C)ccc21 | -2.2% | -6.8% | 0.0% | 9.4% | 48.7%[activator] | -7.3% | -1.7% | 6.1% | -3.6%
CC(C)[C@H](NC(=O)NC1CCCc2ccccc21)C(=O)O (stereo not given in full) | u | -9.9% | 7.7% | -1.4% | -24.0% | -16.6% | 0.6% | 0.0% | 0.6%

Assay outcomes as filed in PubChem BioAssay.
